# CHRM1 antagonist – human CHRM1 antagonism | P11229 | CHO-K1 hM1, Fluo-8 calcium fluorescence, ACh EC80 antagonist | inhibition, % at 3 µM | 360,000 tested, 1.3% active | AID 588852;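 active = percent inhibition above its own plate's cutoff, namely the mean of that plate's compound wells plus 3 SD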;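 also: peak over basal fluorescence ratio during 140 s after agonist addition; 0% = ACh EC80 plus DMSO and 100% = DMSO alone without agonist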
# Target sequence (P11229 whole entry, looked up): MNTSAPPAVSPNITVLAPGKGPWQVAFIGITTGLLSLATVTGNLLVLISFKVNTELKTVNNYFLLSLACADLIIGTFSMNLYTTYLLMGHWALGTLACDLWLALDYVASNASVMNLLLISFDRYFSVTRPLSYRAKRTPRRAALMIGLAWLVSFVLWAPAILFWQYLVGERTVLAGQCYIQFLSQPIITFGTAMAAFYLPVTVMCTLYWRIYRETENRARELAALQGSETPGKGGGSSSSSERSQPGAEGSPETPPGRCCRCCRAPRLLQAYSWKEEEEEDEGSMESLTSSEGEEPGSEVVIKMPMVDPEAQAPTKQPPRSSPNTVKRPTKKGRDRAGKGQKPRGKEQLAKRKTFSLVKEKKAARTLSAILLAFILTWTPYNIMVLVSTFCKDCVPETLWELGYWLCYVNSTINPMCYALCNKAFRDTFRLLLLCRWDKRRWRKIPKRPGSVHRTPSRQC
# CHRM4 antagonist – CHRM4 antagonism in calcium assay; P08173; 360,000 tested, 0.73% active; inhibition, % at 3 µM; AID 624125; CHO-hM4 cells, ACh EC80, Fluo-8 calcium fluorescence;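 active = inhibition above its plate's cutoff, the mean inhibition of sample wells plus 3 SD, cut at about 27% in these data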;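 also: 0% = acetylcholine EC80 with DMSO and 100% = DMSO without agonist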
# CHRM4 agonist – CHRM4 agonism in calcium assay; P08173; CHO-K1 hM4/Gqi5, Fluo-8 calcium fluorescence; vehicle 0%, full acetylcholine response 100%; activation, % at 3 µM; 360,000 tested, 0.14% active; AID 624127;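 active = activation above the run mean over all test wells plus 3 SD, cut at about 32% in these data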;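 also: peak over basal fluorescence ratio per well then scaled between controls; 0% = DMSO wells and 100% = acetylcholine at EC100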
# CHRM1 agonist – agonists of human M1 muscarinic receptor; 360,000 tested, 0.33% active; activation, % at 3 µM; CHO-K1 hM1, Fluo-8 calcium fluorescence, agonist mode; 0% DMSO, 100% acetylcholine EC100; P11229; AID 588814;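 active = activation above the run's mean compound activation plus 3 SD, cut at about 16% in these data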;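 also: peak over basal fluorescence ratio within a 140 s kinetic read after compound addition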
# M1 PAM – positive allosteric modulators of human M1 muscarinic receptor; activation, % at 3 µM; CHO-K1 hM1, Fluo-8 calcium fluorescence, ACh EC20; 0% = ACh EC20, 100% = maximal ACh; AID 588819; 360,000 tested, 0.088% active; in the data active = activation above about 19%, passing the limit was not always enough
# CHO-K1 Ca antag – counter-screen for M1 antagonists: effect in parental CHO-K1 cells | inhibition, % at 3 µM | 360,000 tested, 0.6% active | ATP-induced calcium, Fluo-8 fluorescence | AID 602250;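 active = inhibition above a per-plate cutoff, the plate's mean sample inhibition plus 3 SD, cut at about 24% in these data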;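 also: 0% = DMSO plus EC80 ATP and 100% = DMSO alone without ATP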
# OXTR potentiate – human OXTR potentiation; P30559; activation, % at 3 µM; CHO-OTR cells, Fluo-8 calcium fluorescence, potentiator mode; 0% = oxytocin EC15, 100% = EC100; AID 2445; 320,000 tested, 0.061% active;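 active = activation above that plate's cutoff, the mean activation of tested compounds plus 3 SD, cut at about 6.6% in these data, passing the limit was not always enough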;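 also: 100% uses oxytocin at 75 nM as the full agonist control; some results filed as inactive read as strong as hits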
# Target sequence (P30559 whole entry, looked up): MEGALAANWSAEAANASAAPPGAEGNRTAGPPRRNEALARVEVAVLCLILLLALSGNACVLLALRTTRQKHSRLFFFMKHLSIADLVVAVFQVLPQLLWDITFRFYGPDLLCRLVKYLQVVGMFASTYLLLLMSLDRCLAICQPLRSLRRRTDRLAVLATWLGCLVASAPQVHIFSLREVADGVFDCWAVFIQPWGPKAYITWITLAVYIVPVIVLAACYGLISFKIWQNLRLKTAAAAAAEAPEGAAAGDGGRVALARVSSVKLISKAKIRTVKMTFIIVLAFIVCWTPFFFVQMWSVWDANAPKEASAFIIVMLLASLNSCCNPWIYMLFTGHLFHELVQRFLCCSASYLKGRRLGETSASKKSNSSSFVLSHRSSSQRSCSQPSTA
#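 Measured by – Fluo-8 calcium dye fluorescence · Test system – human OTR in CHO cells · Dosing – one concentration, 3.0 µM compound · Controls – EC15 oxytocin alone as 0%, 75 nM oxytocin as 100% · Evaluation – normalized max/min fluorescence ratio, % activation · Timing – 6 min pre-incubation, 100 s read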
# M1 ag parental – counter-screen for M1 agonists: effect in parental CHO-K1 cells; Fluo-8 calcium fluorescence; scaled to maximal ATP response, vehicle zero; activation, % at 3 µM; 360,000 tested, 0.48% active; AID 602248; in the data active = activation above about 15%;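 also: untransfected CHO-K1 host cells lacking M1 receptor as counterscreen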
# CHO parental Ca – counter-screen: ATP calcium response change in parental CHO cells; parental CHO-K1, ATP-induced calcium, Fluo-8 fluorescence; inhibition, % at 5.6 µM; 330,000 tested, 0.63% active; AID 463079;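 active = inhibition above that plate's mean sample inhibition plus 3 SD, cut at about 26% in these data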;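 also: 0% = ATP-challenged DMSO wells and 100% = DMSO wells without ATP; some compounds past the cut are filed as inactive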
#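 Assay system: parental CHO cells; Read-out basis: percent inhibition of ATP-evoked calcium rise, normalized to controls; Benchmarks: ATP and no-ATP DMSO wells; Compound dosing: single nominal dose of 5.6 µM per compound; Signal: Fluo-8 calcium dye fluorescence; Also added: ATP as calcium-mobilizing challenge; Repeats: singlicate.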
# * hit, by the source's call; . = not tested or not shown. Outcome played no part in choosing rows; 2.9% or so of the library scored in one or more.
SMILES,CHRM1 antagonist,CHRM4 antagonist,CHRM4 agonist,CHRM1 agonist,M1 PAM,CHO-K1 Ca antag,OXTR potentiate,M1 ag parental,CHO parental Ca
Cn1c(Cn2c(=O)sc3ccccc32)nnc1SCC(=O)NCc1ccco1,-14,4,0,-12,6,-3,5,0.7,-8
CCNc1c(NS(=O)(=O)c2ccc([N+](=O)[O-])cc2)c(=O)oc2ccccc12,-15,-12,1,2,10,4,-11,0.0,2
COCCNC(=O)CN(C(=O)CCC(=O)Nc1nccs1)c1ccc2c(c1)OCO2,6,-6,0,3,15,-15,0,0.0,5
Cc1ccc(-c2nnn(CC(=O)N(CC(=O)NC3CCCCC3)c3cnc4ccccc4c3)n2)o1,-8,-3,1,-4,10,-23,1,0.1,-19
COc1ccc(S(=O)(=O)NC(=O)C2(C)CCN2C(=O)c2ccccc2CCc2ccccc2)cc1 (stereo not given),23,3,1,0,-12,-10,.,0.2,.
CS(=O)(=O)Cc1ccc(C(=O)NC2CCSc3ccccc32)cc1 (stereo not given),0,7,1,-7,1,-14,0,1.0,-7
O=C(Nn1cnnc1)C1Cc2ccccc2CN1S(=O)(=O)c1ccc(F)cc1 (stereo not given),-2,1,-1,-2,4,-4,-13,0.3,3
CCNC(=S)N1CCC(C(N)=O)CC1,-15,-8,0,-2,4,-10,-1,0.7,-6
Fc1ccc(COc2ccccc2CNCc2ccncc2)cc1,-7,-3,4,-12,7,7,2,1.6,1
C/C(=N\NC(=O)Cc1c(C)[nH][nH]c1=O)c1cccc(Br)c1,-11,-1,0,-2,9,-7,-3,0.9,-10
Cc1c(CCO)c(=O)[nH]n1C(=O)c1c(F)cccc1F,-13,-1,1,-1,10,2,6,0.4,-4
CCOc1cccc2sc(N(CCN(C)C)C(=O)c3cc4ccccc4cc3OC)nc12,-13,0,9,0,8,-11,-19,1.9,3

# 2 records drawn at random from those above:
SMILES,CHRM1 antagonist,CHRM4 antagonist,CHRM4 agonist,CHRM1 agonist,M1 PAM,CHO-K1 Ca antag,OXTR potentiate,M1 ag parental,CHO parental Ca
CS(=O)(=O)Cc1ccc(C(=O)NC2CCSc3ccccc32)cc1 (stereo not given),0,7,1,-7,1,-14,0,1.0,-7
O=C(Nn1cnnc1)C1Cc2ccccc2CN1S(=O)(=O)c1ccc(F)cc1 (stereo not given),-2,1,-1,-2,4,-4,-13,0.3,3

# Next records
SMILES,CHRM1 antagonist,CHRM4 antagonist,CHRM4 agonist,CHRM1 agonist,M1 PAM,CHO-K1 Ca antag,OXTR potentiate,M1 ag parental,CHO parental Ca
CC12CCC(CC1O)C2C(=O)O (stereo not given),-12,-2,0,-1,7,1,.,0.2,.
CCOC(=O)C1=CNS(=O)(=O)NC1c1ccccc1 (stereo not given),-3,-6,-1,-3,0,-7,.,-0.2,-9
O=C(NNC(=O)c1ccc[nH]1)Nc1cccc(C(F)(F)F)c1,-10,-3,1,-4,4,-12,5,0.2,-9
Cc1ccc(C(O)CN2C3=NCCN3c3ccccc32)cc1 (stereo not given),-12,-8,1,-5,8,-4,-14,0.4,4
Cc1ccc(NC(=O)COc2ccccc2)cc1S(=O)(=O)N1CCCCCC1,6,5,14,-2,-6,-15,-8,6.0,-9
COc1ccc(-c2cc(C(=O)Nc3sc4c(c3C#N)CCCC4)c3ccccc3n2)cc1OC,-26,-1,0,-1,9,6,-11,0.5,-9
N#Cc1cc2c(nc1SCC(=O)O)CCCC2,-6,-2,0,-2,5,-12,-7,0.0,-1
CCCC(=O)N(CCN1CCOCC1)c1nc2c(C)ccc(C)c2s1,0,3,4,-3,3,-3,-6,1.2,-29
c1ccc(-c2nnc(Cn3c4ccccc4c4nc5ccccc5nc43)o2)cc1,-17,-2,0,-3,10,-5,.,0.2,.
CC1=C/C(=N\N=C2\NC(=O)C(CC(=O)Nc3ccccc3)S2)CC(C)(C)C1 (stereo not given),0,3,2,-7,5,-7,-8,0.8,1
CCN(CC(=O)Nc1cc(Cl)ccc1C)C(=O)CCOc1ccc(C)cc1,-3,-7,0,-5,4,-7,-9,-0.8,-21
CCCc1cc(=O)c2c(O)cccc2o1,2,1,0,-3,0,1,-6,0.2,-11
CCCCCC(=O)N1C[C@H](O)[C@@H](n2cc(COC(=O)c3ccccc3)nn2)C[C@@H]1c1ccc(C)cc1,1,-17,14,-2,0,-7,.,0.3,.
O=C(NCCO)c1ccc2c(c1)S(=O)(=O)c1ccccc1C2=O,-12,4,1,-5,8,1,-8,-0.3,-1
O=[N+]([O-])c1ccc(Oc2cccc(F)c2)c2ccncc12,-7,-9,0,-5,2,-9,1,0.0,-24
CCc1nc(C)c(C(=O)N2CCCC(C(=O)Nc3cccc(-c4cccc(C)c4)c3)C2)o1 (stereo not given),-5,-4,8,-3,4,-2,-7,4.7,-16
COC(=O)C(Cc1ccc(OC(=O)c2ccc(C(F)(F)F)cc2)cc1)N1Cc2ccccc2C1=O (stereo not given),36*,-5,10,-1,-23,25*,-17,9.9,40*
Cc1ccc(CN2C(=O)CSc3ccc(C(=O)NCCN4CCOCC4)cc32)cc1,-8,-2,1,-5,5,3,-18,0.1,-9
COc1ccccc1C1CC(c2ccccc2)=NN1C(=O)c1ccccc1 (stereo not given),-8,-12,3,-7,4,-17,-16,-0.5,-9
O=C(NCc1ccccc1)c1onc(CSc2ccccc2)c1C(=O)NCC1CC1,6,4,3,-6,-6,-10,-16,1.8,47*
Nc1c(Cl)cc(Cl)cc1C(=O)OCC(=O)N1CCCC1,6,9,1,-4,-3,-11,3,-0.3,2
COC(=O)c1cc(=O)n(CCc2ccccc2F)c(=Nc2ccc(F)c(Cl)c2)s1,1,6,1,-3,0,-4,-4,0.9,-12
COc1ccc2[nH]c(=O)c(CN(CCc3ccccc3)Cc3nnnn3CC3CCCO3)cc2c1 (stereo not given),-29,-3,13,-4,-7,-10,-5,2.8,-25
COc1cc(/C=N/NC(=O)c2cc(-c3ccco3)nc3ccccc23)cc(OC)c1O,2,-13,5,0,-2,-5,-7,6.2,-20
Cc1ccc(NC(=O)C(c2ccccc2)N(C)C)cc1Cl (stereo not given),8,0,2,-4,-1,0,-11,1.2,-14
COc1ccc(-c2ccnc(SCC(=O)N3CCOCC3)n2)cc1,-2,10,0,-5,4,-5,0,0.6,-13
CC1CCCN(C(=O)CNS(=O)(=O)c2cccs2)C1 (stereo not given),-9,4,1,-7,9,-10,-9,0.4,0
COc1ccc(NC(=O)c2cc(S(=O)(=O)N3CCOCC3)cs2)cc1,-8,-4,2,-14,5,5,-10,0.8,8
COCC(C)NC(=O)c1cccc(Cl)c1 (stereo not given),-9,9,1,-3,7,0,0,0.4,-6
CC(C)c1ccc(N(CC(=O)NCC2CCCO2)C(=O)Cn2nnc(-c3cccs3)n2)cc1 (stereo not given),-2,-2,1,-4,9,-17,-8,2.3,-18
COc1ccc(NC(=O)/C(Cl)=C(/Cl)S(=O)Cc2ccc(C)cc2)cn1 (stereo not given),18,51*,6,-2,7,0,-1,1.5,32
O=S(=O)(c1ccccc1)N1CCN(Cc2c(O)ccc3ccccc23)CC1,21,14,9,-3,-12,5,-11,4.1,1
O=C(CSc1nc2ncc(Cl)cc2[nH]1)N1CCC(Cc2ccccc2)CC1,-8,-8,1,3,11,-7,-1,0.0,-20
CCN(CC)C(=O)CN1CCN(c2ccccc2F)CC1,-12,1,1,-3,-5,-1,-8,0.3,-4
CCc1nnc(NC(=O)C2COc3ccccc3O2)s1 (stereo not given),15,-2,0,-6,-13,-13,-12,0.6,-8
CCCCN(C(=O)C1=COCCO1)c1c(N)n(CCC)c(=O)[nH]c1=O,4,2,0,-4,-3,-1,-6,0.0,3

# Next section, overlapping the part above by 2 compounds.
SMILES,CHRM1 antagonist,CHRM4 antagonist,CHRM4 agonist,CHRM1 agonist,M1 PAM,CHO-K1 Ca antag,OXTR potentiate,M1 ag parental,CHO parental Ca
CCc1nnc(NC(=O)C2COc3ccccc3O2)s1 (stereo not given),15,-2,0,-6,-13,-13,-12,0.6,-8
CCCCN(C(=O)C1=COCCO1)c1c(N)n(CCC)c(=O)[nH]c1=O,4,2,0,-4,-3,-1,-6,0.0,3
Cc1c(NC(=O)CCCN2C(=O)c3cccc4cccc(c34)C2=O)c(=O)n(-c2ccccc2)n1C,-4,-1,0,-7,8,-9,-10,-0.4,-5
C=CCn1c(N)c(C(=O)Nc2ccccc2)c2nc3ccccc3nc21,0,16,5,-2,2,0,-21,1.4,-5
COC(=O)c1ccc(-c2ccc(CNCC(O)c3ccccc3)o2)cc1 (stereo not given),-29,-6,5,0,5,-20,0,0.8,-17
COc1cccc(NC(=S)N(CCc2c(C)[nH]c3ccccc23)Cc2ccco2)c1,-16,-16,3,-1,9,-10,-7,0.8,-4
Cc1cc(NS(=O)(=O)c2ccc(NC(=O)/C=C/c3ccccc3)cc2)no1,6,6,0,-3,6,0,5,-0.4,-8
CCCOc1ccc(S(=O)(=O)N2CCCC2)cc1[N+](=O)[O-],-20,-6,0,-5,3,-14,0,0.1,-11
Cc1ccc(CN2C(=O)c3ccccc3NC2c2cc(Br)ccc2O)cc1 (stereo not given),-7,9,5,-4,-5,-8,-22,2.5,14
C=CCOc1ccn(C)c(=O)n1,1,7,11,-4,-5,-3,-7,2.9,-8
Oc1ccccc1C=Nc1cccc2ccccc12,16,7,0,-1,-8,9,-5,0.7,0
C=CCc1c(OC)ccc2c1c(S(=O)(=O)c1ccc(C)cc1)cn2COC,11,-2,-1,-2,-4,-2,-2,-0.1,-24
Cn1c(-c2ccc(F)cc2)cnc1NCc1cccc([N+](=O)[O-])c1,21,20,1,-11,-19,1,3,0.9,-7
CCOc1ccc2[nH]c(=O)c(CN(Cc3ccccc3)C(=O)N3CCCC3)cc2c1,-5,2,1,-2,7,-5,-11,0.3,-41
Cc1nnc(N2CCCC(C(=O)NCc3ccc(OC(C)C)cc3)C2)c2nn(-c3ccccc3)c(C)c12 (stereo not given),41*,10,-3,-6,-20,-22,-13,-1.5,-43
Cc1cc(C)c2nc(N3C(=O)C(O)=C(C(=O)c4ccco4)C3c3ccco3)sc2c1 (stereo not given),-9,15,0,-3,9,-17,4,-0.4,-13
OC[C@H]1O[C@@H](c2nc(-c3ccc4[nH]ccc4c3)no2)[C@H](O)[C@@H](O)[C@H]1O,-22,-4,1,-1,13,-1,.,0.1,.
C=C1CCN([C@@H](CC(C)C)C(=O)O)S(=O)(=O)c2ccccc21,-8,2,0,0,16,-13,-5,0.1,-4
O=C(c1ccc(CNS(=O)(=O)c2ccc(F)cc2)cc1)N1CCCCCC1,-18,-8,4,1,8,-2,.,4.3,.
COc1cccc(/C=N/Nc2nc(N3CCCC3)nc(N3CCCC3)n2)c1O,9,-1,12,-3,-9,-18,-6,3.5,-25
O=C(c1ccco1)N1CCCSC1=Nc1ccccc1,-6,-6,1,-6,3,-12,4,0.6,-4
CN(Cc1ccccc1)C(=O)c1ccc2c(c1)OCCO2,4,-4,1,-2,5,-13,-8,0.5,-18
